Growth percent in the NCI-60 one-dose screen (48 h, 10 µM unless noted): 100 = growth as untreated, 0 = no growth, -100 = all killed.
HOP-62: HOP-62 NSCLC. actives 3.9% (n = 80,000). AID 1794735
SK-MEL-5: SK-MEL-5 melanoma; actives 6.4% (n = 80,000)
M14: M14 melanoma; AID 1794745; actives 6.2% (n = 80,000)
SK-MEL-28: SK-MEL-28 melanoma; actives 4.1% (n = 81,000); AID 1794761
A549/ATCC: A549/ATCC NSCLC; actives 3.7% (n = 81,000); AID 1794740
EKVX: EKVX NSCLC | actives 3% (n = 71,000) | AID 1794765
HOP-92: HOP-92 NSCLC cells; actives 6.3% (n = 71,000); AID 1794738
CCRF-CEM: CCRF-CEM leukemia; actives 7% (n = 77,000); AID 1794778
The depositor's hits bear a star; / = not tested or not shown; & = joins results of further samples. The calls were made as follows: active = growth percent below 10; inactive = the rest.

The opening 2 compounds, to show the layout:
structure,HOP-62,SK-MEL-5,M14,SK-MEL-28,A549/ATCC,EKVX,HOP-92,CCRF-CEM
CC1C(C)N1C1=C(Cl)C(=O)c2ccccc2C1=O (configuration not stated),96,56,94,117,102,104,123,90
O=[N+]([O-])/C=C\c1ccc(Cl)c(Cl)c1,96,56,-9.2*,90,57,92,59,34

Results (from the top)
structure,HOP-62,SK-MEL-5,M14,SK-MEL-28,A549/ATCC,EKVX,HOP-92,CCRF-CEM
CC1C(C)N1C1=C(Cl)C(=O)c2ccccc2C1=O (configuration not stated),96,56,94,117,102,104,123,90
O=[N+]([O-])/C=C\c1ccc(Cl)c(Cl)c1,96,56,-9.2*,90,57,92,59,34
CC(=O)OC1CCC2C3C(C)CC4CC(=O)CCC4(C)C3CCC12C (configuration not stated),91,66,95,93,96,60,88,104
Cn1c(=O)c2c(nc(N(CCCl)CCCl)n2C)n(C)c1=O,93,100,99,104,87,108,113,104
O=C(Nc1ccc([N+](=O)[O-])cc1)C(Cl)(Cl)Cl,97,99,94,103,94,89,88,101
CNCC(Cl)c1ccc(OC(C)=O)cc1 (configuration not stated),92,99,100,113,98,/,123,84
COc1ccc2c(c1)c(-c1nc(-c3c[nH]c4ncccc34)cs1)cn2CCN1CCOCC1,27,25,49,68,51,37,29,42
O=C(/C=C/c1ccccc1)c1nc2ccccc2n1Cc1ccc(Br)cc1,-68*,-57*,-52*,-73*,-3.0*,-89*,-54*,-7.8*
CC1CN1P(=O)(Oc1ccccc1)N1CC1C (configuration not stated),97,103,97,111,102,108,/,107
O=C1NC(=S)NC(=O)C1c1ccccc1,114,110,107,116,107,130,/,/
CCN(CCCl)Cc1c2ccccc2cc2ccccc12,94,99,101,105,95,103,62,98
S=P(N1CCCCCC1)(N1CC1)N1CC1,95,107,103,116,104,119,/,94
O=C(CCCN1CCC2(CC1)C(=O)NCN2c1ccc(F)cc1)c1ccc(F)cc1,96,104,97,118,/,135,102,97
COc1ccc(N2C(=O)C3C4c5ccccc5C(C3C2=O)[n+]2ccccc24)cc1 (configuration not stated),103,99,92,107,102,118,96,93
CCOC(=O)C(C)Br (configuration not stated),102,106,110,106,107,109,100,105
CCCCn1cc(C(=O)C2C(C)(C)C2(C)C)c2ccccc21,98,90,95,99,98,97,109,104
CC(C)C(C)(O)C#N (configuration not stated),92,109,100,110,99,/,119,97
CNC12C3C4C1C1C2C3C41C(=O)N[C@H](C(=O)N(C)[C@H](C[C@@H](OC(C)=O)c1nc(C(=O)N[C@@H](Cc2ccccc2)C[C@H](C)C(=O)OC)cs1)C(C)C)C1CC1 (some centres not stated),22,-54*,4.0*,62,18,31,-15*,-1.1*
C[C@]12CCc3sc(-c4ccc(Cl)cc4)nc3C1=CC[C@@H]1[C@@H]2CC[C@]2(C)C(=O)CC[C@@H]12,66,62,98,63,80,72,99,14
CN1C[C@H](C(=O)N[C@]2(C)O[C@@]3(O)[C@@H]4CCCN4C(=O)[C@H](Cc4ccccc4)N3C2=O)[C@H]2C[C@]23c2cccc4[nH]cc(c24)C[C@@H]13,104,85,97,103,88,94,/,98
CC1Cc2cc3c(cc2CN1)OCO3 (configuration not stated),98,103,101,112,95,96,92,113
N#Cc1c([N+](=O)[O-])no[n+]1[O-],99,97,92,108,94,100,101,93
CCOc1ccc(C=C2C(=O)NC(=S)NC2=O)cc1OCC,107,108,109,114,111,104,82,108
Cc1cc(C(C(N)=O)c2ccccc2)ccc1N(CCCl)CCCl (configuration not stated),118,106,103,110,100,123,122,/
COc1ncnc2c(CN3CCN(C)CC3)c[nH]c12,105,108,101,101,97,104,/,99

Rewritten with values under each structure: three of the compounds above.
Each structure is followed by: HOP-62 | SK-MEL-5 | M14 | SK-MEL-28 | A549/ATCC | EKVX | HOP-92 | CCRF-CEM
C[C@]12CCc3sc(-c4ccc(Cl)cc4)nc3C1=CC[C@@H]1[C@@H]2CC[C@]2(C)C(=O)CC[C@@H]12
  66 | 62 | 98 | 63 | 80 | 72 | 99 | 14
CC1CN1P(=O)(Oc1ccccc1)N1CC1C (configuration not stated)
  97 | 103 | 97 | 111 | 102 | 108 | / | 107
N#Cc1c([N+](=O)[O-])no[n+]1[O-]
  99 | 97 | 92 | 108 | 94 | 100 | 101 | 93

Additional structures follow.
structure,HOP-62,SK-MEL-5,M14,SK-MEL-28,A549/ATCC,EKVX,HOP-92,CCRF-CEM
CC(C)NC(C)C,99,94,91,112,103,/,102,91
COC(CN)c1ccccc1 (configuration not stated),72,105,98,108,74,94,90,104
CCOc1ccc(/C=C/[N+](=O)[O-])cc1,110,74,55,110,79,94,77,91
COC(=O)[C@@H](NC(=O)c1cn(Cc2ccccc2)c2ccccc12)C(C)(C)C,98,/,103,113,95,93,108,98
O=C(O)C1C2c3ccccc3C(=O)C1(C(=O)O)c1ccccc12 (configuration not stated),97,101,93,116,/,101,/,111
C/C=C\C(=O)O[C@@H]1CC2O[C@@H]3C=C(C)C(=O)C[C@]3(C)[C@]1(C)[C@]21CO1,-33*,-57*,-79*,-21*,-5.2*,-2.4*,-18*,-13*
C=CC(C#N)OC(C)=O (configuration not stated),105,105,102,100,98,/,77,/
CNC(Cc1ccc(C)cc1)c1ccc(OC)cc1 (configuration not stated),77,100,80,103,88,90,63,94
COc1ccc(C(=O)c2cc(OC)c(OC)c(OC)c2)cc1OC(C)=O,25,-35*,4.1*,57,22,69,51,14
Cc1ncc([N+](=O)[O-])n1CCOC(N)=O,85,99,96,111,103,99,76,98
C/C(=C/c1c[nH]c2ccccc12)[N+](=O)[O-],103,85,71,92,78,85,94,43
COC(=O)C1C2c3ccccc3C(c3ccccc32)C1(C)C(=O)OC (configuration not stated),98,110,110,121,102,112,/,42
CCCCN1CCCC[C@@H]1C(=O)N[C@H](C(=O)N(C)[C@H](C[C@@H](OC(C)=O)c1nc(C(=O)NC2CCC(C(=O)O)CC2)cs1)C(C)C)C(C)C (some centres not stated),98,100,93,111,90,98,98,95
Oc1ccc(Cl)cc1,91&98,99&100,99,124&108,89&103,98&100,94,98&92
Cc1c([N+](=O)[O-])cc(N)cc1[N+](=O)[O-],100,105,98,109,101,90,84,103
CC[n+]1c(-c2ccccc2)c2cc(N)ccc2c2ccc(N)cc21,1.8*,/,33,-43*,30,1.9*,/,27
Cc1nn[nH]n1,108,99,101,106,112,100,82,105
CC(Br)C(=O)C(c1ccccc1)(c1ccccc1)C(C)CN1CCCCCC1 (configuration not stated),93,101,99,106,99,105,85,108
N#Cc1cccc([N+](=O)[O-])c1,99,103,106,119,107,110,91,115
Oc1ccc(CCN2CCCCC2)cc1,106,111,93,103,95,105,85,88
c1ccc(N2CCNCC2)cc1 (tested in a mixture with another compound),91&107&106&112&107,100&106&110&110&109,103&103&95&93&104,113&96&115&99&106,97&91&109&102&96,108&114,117&118&97&98,118&98&96&108&95
CCOC(=O)c1ccc(N(CCOS(C)(=O)=O)CCOS(C)(=O)=O)cc1C,74,95,93,99,55,92,95,54
COc1c(OP2(=S)OCC(C)(C)CO2)cnn(C2CCCCC2)c1=O,104,92,95,111,99,/,56,/
C[C@@H]1CC[C@H]2[C@@H](C)C(=O)O[C@@H]3O[C@@]4(C)CC[C@@H]1[C@]32OO4,85,90,92,102,86,83,/,/
Nc1ccc(N=Nc2ccc(-c3ccc(N=Nc4c(S(=O)(=O)O)cc5cc(S(=O)(=O)O)c(N=Nc6ccccc6)c(O)c5c4N)cc3)cc2)c(N)c1,95,104,105,114,102,102,109,105

Overlap with the part before: 2 entries, then new ones.
structure,HOP-62,SK-MEL-5,M14,SK-MEL-28,A549/ATCC,EKVX,HOP-92,CCRF-CEM
C[C@@H]1CC[C@H]2[C@@H](C)C(=O)O[C@@H]3O[C@@]4(C)CC[C@@H]1[C@]32OO4,85,90,92,102,86,83,/,/
Nc1ccc(N=Nc2ccc(-c3ccc(N=Nc4c(S(=O)(=O)O)cc5cc(S(=O)(=O)O)c(N=Nc6ccccc6)c(O)c5c4N)cc3)cc2)c(N)c1,95,104,105,114,102,102,109,105
[N-]=[N+]=NS(=O)(=O)c1ccccc1[N+](=O)[O-],110,97,97,105,95,101,97,/
O=[N+]([O-])c1ccc(-c2ccccc2)c([As](=O)(O)O)c1,66,83,89,88,91,73,63,75
O=C1NC(=O)C(=Cc2ccccn2)C(=O)N1,97,103,96,104,102,99,82,99
CCNC1(c2cccs2)CCCCC1=O (configuration not stated),117,105,100,112,97,107,103,102
Nc1nc(N)c(N)c(N)n1,99,103,99,96,99,101,/,117
Clc1cccc(C2COOC3(CCCCCC3)OOC3(CCCCCC3)OOC2)c1,109,103,100,108,99,110,112,101
O=C1C(=O)N(c2ccccc2)P(=O)(N(CCCl)CCCl)N1c1ccccc1,103,100,110,118,107,106,111,99
O=C(C(=O)N1CCCC1)c1cn(CCCCCCn2cc(C(=O)C(=O)N3CCCC3)c3ccccc32)c2ccccc12,106,103,113,103,100,97,91,13
CC(=O)Nc1ccc(S(=O)(=O)F)cc1[N+](=O)[O-],134,97,92,106,93,93,/,57
C[C@H]1CCC/C=C/[C@@H]2C[C@H](O)C[C@H]2[C@H](O)/C=C/C(=O)O1,4.7*,-97*,-9.8*,/,13,11,/,7.5*
COC(=O)C1=C(Nc2ccccc2)C(=O)OC12C(=O)Nc1ccc(Br)cc12 (configuration not stated),107,109,106,112,108,97,96,94
CCCn1cc2c3c(cccc31)[C@H]1C[C@@H](C)CN(C)[C@@H]1C2,86,113,89,98,96,95,30,87
c1ccc(CCN2CCCCC2)cc1,109,104,111,109,101,112,96,86
COc1cc(NCCCN=C(N)N)c2ncccc2c1,73,72,100,100,85,71,57,96
Cc1cc(Br)c(O)c(Br)c1,131,105,100,123,106,147,110,115
N#[N+]c1nc2ncnc(N)c2[nH]1,98,99,101,108,91,106,100,93
CC(C)CN(CCc1ccccn1)CC(C)C,97,102,98,116,93,105,112,88
CC12CCC3C(CC=C4CC(Cl)CCC43C)C1C/C(=C\c1ccc(OCC(=O)N3CCOCC3)cc1)C2=O (configuration not stated),109,76,104,109,79,77,/,73
O=S(=O)(F)c1ccc2nc(-c3ccccc3)cc(Cl)c2c1,105,104,97,96,102,/,/,99
CC[C@H](C)[C@H](NC(=O)c1cnccn1)C(=O)N(C)[C@H](C[C@@H](OC(C)=O)c1nc(C(=O)N[C@@H](Cc2ccccc2)C[C@H](C)C(=O)OC)cs1)C(C)C,18,0.9*,-5.5*,59,19,44,17,12
O=C(N/N=C\c1ccc(N(CCCl)CCCl)cc1)c1cccnc1,103,94,109,111,94,102,113,63
C=CCOC(Cn1ccnc1)c1ccc(Cl)cc1Cl (configuration not stated),107&100,95&103,99&102,95&122,83&93,74,81,94&102
CN1CCc2cc3c(cc2[C@H]1[C@@H]1OC(=O)c2c1ccc1c2OCO1)OCO3,89,104,104,110,106,101,103,116
C=CC[Se]C(=O)c1cncc(C(=O)[Se]CC=C)c1,-61*,-36*,-87*,-39*,7.5*,-98*,-18*,-40*
O=C(O)c1c(Cl)c(Cl)c(Cl)c(Cl)c1C(=O)O,98,107,106,118,100,106,59,112
CC(=O)O[C@@H]1CC[C@]2(C)[C@H]3CC[C@]4(C)[C@@H](OC(C)=O)CC[C@H]4[C@@H]3C[C@@H]3SC(c4cccc(C)c4)N[C@@]32C1 (some centres not stated),94,104,97,109,84,106,121,92
CC[C@]12C=CCN3CC[C@@]4(c5ccc(OC)cc5N(C)[C@H]4[C@@](O)(C(=O)OC)[C@@H]1OC(=O)CCCC[P+](c1ccc(OC)cc1)(c1ccc(OC)cc1)c1ccc(OC)cc1)[C@@H]32,-81*,-97*,-90*,-97*,-84*,-60*,-75*,-59*

Compound activity: PubChem, NCI

This is a subset (hit frequency here may not be typical).
